Compound activity as filed in PubChem.
eIF4E-4G inh – blocks eIF4E binding to eIF4G; P63073+Q04637; TR-FRET eIF4E-eIF4GI(517-606) binding, 2 h; inhibition, % at 21.7 µM; actives 0.37% (n = 220,000); AID 782;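 note: 0% = full FRET control wells and 100% = background wells lacking eIF4GI fragment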
EBV gp42 block – inhibitors of Epstein-Barr virus glycoprotein 42; AID 1085; Q1HVG2; actives 0.42% (n = 220,000); Fluorescence polarization binding assay, mP read-out; inhibition, % (tested at 21.74 µM); in the data active = inhibition above about 50%
KLK5 inh – blocks human kallikrein 5 protease activity | Q9Y337 | AID 873 | actives 0.59% (n = 210,000) | inhibition, % at 5 µM | recombinant hK5, fluorogenic AMC substrate cleavage;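 active = inhibition of 40% or more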;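 note: 0% = enzyme controls without compound and 100% = no-enzyme blanks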
Furin inhibitor – blocks human furin protease activity; P09958; purified furin, fluorogenic substrate cleavage; inhibition, % at 30 µM; actives 0.061% (n = 220,000); in the data active = inhibition above about 25%; note: inactives centre near -15
p47phox inh – blocks human p47phox regulatory protein of NADPH oxidases; p47phox/p22phox peptide binding, fluorescence polarization, 2 h; inhibition, % at 24.7 µM; actives 0.53% (n = 220,000); AID 1274;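 note: 0% = p47phox with labelled peptide and 100% = labelled peptide alone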
Target sequence (P14598 whole entry, looked up): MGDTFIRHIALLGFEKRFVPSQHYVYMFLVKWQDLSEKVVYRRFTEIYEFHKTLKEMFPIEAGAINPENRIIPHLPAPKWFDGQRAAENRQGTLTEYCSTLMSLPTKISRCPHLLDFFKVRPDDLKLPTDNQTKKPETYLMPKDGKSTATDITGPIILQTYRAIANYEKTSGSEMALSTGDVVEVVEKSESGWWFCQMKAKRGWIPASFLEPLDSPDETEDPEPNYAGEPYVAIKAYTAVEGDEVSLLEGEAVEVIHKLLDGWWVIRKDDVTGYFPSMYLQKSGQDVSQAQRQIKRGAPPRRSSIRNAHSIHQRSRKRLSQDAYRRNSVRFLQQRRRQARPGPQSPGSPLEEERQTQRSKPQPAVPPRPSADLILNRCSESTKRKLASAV
14-3-3 Bad PPI – disrupts binding of bovine 14-3-3 zeta to phospho-Bad peptide | inhibition, % at 21.7 µM | actives 0.71% (n = 220,000) | P63103 | TR-FRET 14-3-3zeta/Dy647-pBad peptide displacement, 1 h | AID 781;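 active = inhibition above about 70%, limit read from the data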;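 note: 0% = full 14-3-3 plus peptide FRET controls and 100% = background without 14-3-3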
Target sequence (P63103 whole entry, looked up): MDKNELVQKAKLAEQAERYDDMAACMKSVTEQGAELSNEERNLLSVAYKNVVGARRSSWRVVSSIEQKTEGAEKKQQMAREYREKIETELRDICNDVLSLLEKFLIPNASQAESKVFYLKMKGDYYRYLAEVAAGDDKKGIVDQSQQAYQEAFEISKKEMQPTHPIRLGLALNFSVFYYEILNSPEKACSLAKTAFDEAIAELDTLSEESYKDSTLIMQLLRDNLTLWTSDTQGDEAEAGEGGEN
Thrombin inh – inhibitors of human thrombin | AID 1046 | alpha-thrombin, Boc-VPR-AMC fluorogenic substrate cleavage | actives 0.26% (n = 220,000) | inhibition, % at 5 µM | P00734;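 active = inhibition at or above 40%; inactive = inhibition below 40%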;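 note: 0% = enzyme with no compound and 100% = wells without enzyme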
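Material: human alpha-thrombin protein. Incubation: reaction at ambient temperature. Technique: fluorescence of released AMC, ex 355 nm, em 460 nm. Control set: no-compound enzyme wells and no-enzyme blanks. Also added: Boc-VPR-AMC substrate, 15 µM final. Buffer or medium: pH 7.5 Tris (50 mM) with NaCl 150 mM, Tween 20 0.05%.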
Rad51 HR inh – Rad51 (human) homologous recombination inhibition; Q06609; hRad51 DNA strand exchange, fluorescence dequenching; inhibition, % at 10 µM; actives 0.085% (n = 200,000);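 active = inhibition above 40% at the single screening dose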;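 note: 0% = DMSO control wells and 100% = blanks with heterologous ssDNA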
Target sequence (Q06609 whole entry, looked up): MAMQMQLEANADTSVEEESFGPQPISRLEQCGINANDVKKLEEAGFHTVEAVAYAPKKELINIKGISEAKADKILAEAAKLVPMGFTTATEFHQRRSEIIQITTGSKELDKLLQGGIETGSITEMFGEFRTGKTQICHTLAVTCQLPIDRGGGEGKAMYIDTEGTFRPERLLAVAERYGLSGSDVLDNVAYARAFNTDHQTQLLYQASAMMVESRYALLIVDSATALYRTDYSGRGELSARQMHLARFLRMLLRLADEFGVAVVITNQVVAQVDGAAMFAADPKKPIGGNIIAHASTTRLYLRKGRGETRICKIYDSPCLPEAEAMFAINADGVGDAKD
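Material: human Rad51–ssDNA filaments; Probe or stimulus: labelled 47-mer dsDNA for strand exchange; Doses: single 10 µM dose; Incubation: 37 °C 15-min filament assembly, 30-min compound preincubation, 15-min exchange; Technique: FRET fluorescence dequenching, excitation 485 nm, emission 520 nm; Measure: Fluorescence-based percent inhibition, control- and blank-normalised; Benchmarks: plate control and blank wells.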
KCC2 mod – KCC2 (human) Cl- transport modulation. Q9H2X9. KCC2 cells, thallium flux FluoZin-2 fluorescence. B-score of Tl+ flux slope (higher = more flux/activation; lower = inhibition) at 10 µM. actives 2.2% (n = 190,000);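 active = thallium flux slope and its plate-corrected score both differing from the plate sample mean at a set confidence after two filtering rounds, in either direction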;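 note: slope of fluorescence scaled to starting intensity during 10 to 20 s after thallium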
* = called active by the depositor; x = no result given; [ ] = remark or other dose.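 Rule for the calls, unless noted: active = inhibition above about 30% (limit read from the data); inactive = the rest.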

SMILES | eIF4E-4G inh | EBV gp42 block | KLK5 inh | Furin inhibitor | p47phox inh | 14-3-3 Bad PPI | Thrombin inh | Rad51 HR inh | KCC2 mod
Cc1cc(Cl)ccc1C(=O)C1CCCN(C(=O)c2ccoc2)C1 (stereo unspecified) | 1 | 0 | x | -28 | 7 | -9 | -2 | x | x
O=C(Nc1ccc2c(c1)nc1n2CCCCC1)c1cc(S(=O)(=O)N2CCOCC2)ccc1Cl | -2 | -19 | -9 | -24 | -11 | 0 | 2 | -2 | -1.1
CC1=C(C(=O)OCc2ccc3c(c2)OCO3)C(c2ccc(Cl)cc2)NC(=O)N1 (stereo unspecified) | -3 | -9 | 0 | -18 | -2 | 2 | 0 | -3 | x
CC1(C(=O)NC2CCCC2)CCC(=O)N1Cc1ccc2c(c1)OCO2 (stereo unspecified) | -5 | -12 | -1 | -2 | 0 | 8 | 0 | -4 | x
Cc1[nH]n(-c2ccc(Cl)cc2)c(=O)c1C=NC12CN3CN(CN(C3)C1)C2 | 2 | 18 | -21 | -4 | -5 | -3[fluorescence artefact?] | -6 | 2 | 1.1
CC(C)(C)C(=O)Nc1sc(-c2ccccc2)cc1C(=O)O | 4 | -13 | 2 | -19 | -5 | 1 | -8 | x | -0.55
COc1cc(N=Nc2c(O)c3ccccc3[nH]c2=O)c(OC)cc1N=Nc1ccccc1 | -1 | -2 | 0 | -12 | -17 | -9 | -4 | 10 | 0.76
CCOc1cc(/C=C/c2cc(C(=O)O)c3ccccc3n2)ccc1OC | 2 | -4 | -14 | -11 | -14 | 32 | -4 | -5 | -0.18
CCn1ccnc1CN1CCCC(C(=O)c2ccc3c4c(cccc24)CC3)C1 (stereo unspecified) | 0 | -3 | x | -21 | 10 | 1 | -5 | x | -1.6
CC(C)(C)n1nnnc1CN1CCN(C(c2ccccc2)c2ccccc2)CC1 | -2[fluorescence artefact?] | 0 | -10 | -11[20 µM] | -1 | -2 | -2 | x | -0.04
Cn1c(-c2cccc([N+](=O)[O-])c2)[n+](C)c2ccccc21 | 1 | -3 | -15 | -8 | 5 | 7 | -2 | -1 | 0.28
O=C(CCn1c(=O)oc2ccccc21)Nc1ccon1 | 2 | -17 | -7 | -12[20 µM] | -19 | -2[fluorescence artefact?] | 4 | 0 | -0.3
COc1cc(S(=O)(=O)NCc2cccnc2)ccc1F | -1[fluorescence artefact?] | -15 | -5 | -4[20 µM] | -12 | -4 | -1 | 2 | 1.4
CCCS(=O)(=O)N1CCC(C(=O)NCCCOC(C)C)CC1 | 2[fluorescence artefact?] | 3 | 2 | -22 | -12 | 3[fluorescence artefact?] | -3 | 5 | -0.3
C=C1CCN([C@@H](C)C(=O)NCc2cc(OC)c(OC)c(OC)c2)S(=O)(=O)c2ccccc21 | -4 | -20 | -2 | -29 | -18 | -3 | -4 | 2 | -0.061
CCOc1cccc(Nc2cc3n(c(=O)n2)CCc2cc(OC)c(OC)cc2-3)c1 | -10 | 3 | -35 | -6 | -18 | -11 | 6 | 3 | -0.64
CCSc1ccccc1C(=O)NCCc1ccccc1 | -10 | 0 | 0 | -28 | -8 | -11 | -4 | 12 | -1.6
C=CCn1c(O)c(C(CC)=Nc2ccccc2NC(=O)CC)c(=O)[nH]c1=O | -5 | -14 | -11 | -15 | -6 | 1 | -3 | -6 | x
COC(=O)N/N=C/c1cc(Br)ccc1O | -2 | -1 | x | -25 | -5 | -6 | 0 | x | 0.71
COc1ccc(CNC(=O)C(c2ccco2)N(C(=O)CNS(=O)(=O)c2ccccc2)c2ccccc2C)cc1 (stereo unspecified) | 2 | 8 | -8 | 6 | -14 | 1[fluorescence artefact?] | -1 | x | -0.43
COC(=O)c1nc(Cl)c(Cl)c(N)c1Cl | 0 | -8 | 2 | -32 | -5 | 2 | 4 | 0 | 0.038
O=c1c2ccccc2nc(-c2ccco2)n1CCCn1ccnc1 | 6 | -11 | -10 | -9 | -21 | -7 | -7 | -11 | 0.49
CC(Nc1nc(N2CCCC2)nc2ccccc12)c1ccccc1 (stereo unspecified) | 0 | -4 | 5 | -15[20 µM] | -38 | 9 | 2 | 1 | -0.76
Cc1sc2ncnc(N(C)Cc3cccs3)c2c1C | -3 | -25 | -16 | -22[20 µM] | -16 | 5 | 1 | -2 | -2.2
CCC(=O)Nc1nc(C)c(-c2csc(Nc3ccc(S(=O)(=O)Nc4cc(C)on4)cc3)n2)s1 | -20 | -14 | -12 | -11[20 µM] | -23 | 9 | -3 | 2 | -0.24
COC(=O)c1ccc(N(CC(=O)NC2CCCC2)C(=O)CNC(=O)c2ccco2)cc1 | 10[fluorescence artefact?] | -25 | -17 | -21 | -7 | -5 | 2 | 4 | 1.6
N=c1c2c(n(Cc3ccc(Cl)cc3)c3c1CCC3)CCC2 | -11[fluorescence artefact?] | -15 | -3 | -7 | 8 | -3 | -2 | 0 | -0.018
CCN(CC)C(=O)Oc1cc(=O)n(C)c2ccccc12 | -3 | -12 | -12 | -20 | -9 | 5 | 1 | x | 0.54
O=C(CCc1nnc(CCCCc2ccccc2)o1)N(CCO)Cc1ccccc1 | 6 | 3 | x | -17 | -3 | 12 | -6 | x | -0.99
CN(C1CCCCC1)S(=O)(=O)c1ccc(S(=O)(=O)N(CC(=O)Nc2ccccc2)C2CC2)cc1 | -3 | -4 | -3 | -20 | 1 | -3 | 0 | 0 | x
COc1ccc(Cl)cc1NC(=S)NNC(=O)c1cccs1 | -3 | 2 | x | -23 | 1 | -10 | -3 | x | 0.016
Cc1ccccc1N(C(=O)Cc1cccs1)C(C(=O)NC1CCCCC1)c1cn(C)nc1C (stereo unspecified) | 3[fluorescence artefact?] | 6 | -14 | -14 | -6 | -2 | -6 | -11 | -0.054
O=C(Nc1cccc2ncccc12)c1ccc(-c2ccc(Cl)cc2Cl)o1 | -11 | -5 | 11 | -21[20 µM] | -1 | 5 | -2 | 3 | x
CCCOc1cccc(C(=O)NC(=S)Nc2ccc(N3CCN(C)CC3)cc2)c1 | 1 | 7 | 5 | -17 | -7 | -8 | -3 | -1 | -0.29
Cc1sc2nc(C(C)(C)C)oc(=O)c2c1C | 2 | -11 | -2 | -25[20 µM] | -11 | 0 | -2 | -5 | x
CCOC(=O)c1cnc2ccc(C(=O)OC)cc2c1NCCN1CCOCC1 | -1 | 6 | 6 | 1 | -2 | -4 | 2 | -3 | x
CC(C)n1c(N2CCN(C(=O)Nc3ccc(F)cc3F)CC2)nc2ccccc21 | -1 | -10 | -6 | -4[20 µM] | 6 | 6 | -1 | -9 | 0.005
O=C(NCCS(=O)c1ccc(Cl)cc1)c1cccc(Cl)c1 (stereo unspecified) | -3 | 9 | -2 | -5 | -10 | -6 | -14 | -5 | -1.2
CCOC(=O)C(NC(=O)NCc1ccccc1)(OCC)C(F)(F)F (stereo unspecified) | 0 | -4 | -20 | -29 | 0 | -14[fluorescence artefact?] | -7 | -7 | 0
CCOc1ccc(Nc2cc(Nc3ccccc3OCC)nc(C=C(C#N)C#N)n2)cc1 | -1 | -12 | -10 | -7 | -18 | -6 | -9 | -278 | 2
O=C(CSc1nnc(-c2ccccc2)n1C1CCCCC1)N1CCCC1 | -3 | -4 | 0 | -22[20 µM] | -4 | -15 | 2 | -4 | -0.38
O=C(c1cnn2ccccc12)N(Cc1ccco1)C1CCCC1 | 4 | -5 | 0 | -30 | 0 | 5[fluorescence artefact?] | -4 | 11 | x
Clc1ccc(CSc2nnc(-c3ccncc3)s2)cc1 | 4 | -2 | 3 | -26 | -15 | -6 | -2 | 1 | 0.19
O=C(C1=C[C@H](c2ccccc2)C[C@H](OCCCCO)O1)N1CCN(Cc2ccc3c(c2)OCO3)CC1 | -3 | -2 | -4 | -25 | -8 | -3 | -4 | x | -0.86
O=C(Nc1ccccn1)C1COc2ccccc2O1 (stereo unspecified) | 3 | -12 | -15 | -9[20 µM] | -9 | -3 | -1 | -7 | -0.83
O=C(Nc1ccc(CSc2ccccc2)cc1)c1ccccc1 | -2 | 1 | -3 | -22 | -3 | -9 | 1 | -118 | 0.13
N#Cc1ccc2ccn(CC(=O)NCc3ccco3)c2c1 | -6[fluorescence artefact?] | 0 | -24 | -10[20 µM] | -9 | -14[fluorescence artefact?] | -11 | -10 | x
CC(C)(/C=N/O)/[N+]([O-])=C/c1ccccc1 | -2 | -13 | 2 | -16 | -12 | -14 | -4 | x | 1
CCc1nc(NCCCN2CCOCC2)c2oc3ccccc3c2n1 | 0 | 21 | -4 | -19[20 µM] | -6 | 38 | 2 | 1 | -0.97
NC(=O)c1cc[n+](CC2=C(C(=O)O)N3C(=O)[C@@H](NC(=O)C(c4ccccc4)S(=O)(=O)[O-])[C@H]3SC2)cc1 (stereo partly specified) | -2 | -2 | -8 | -11 | -2 | -4 | -4 | -1 | 0.78
CCOC(=O)N1CCN(C(=O)COc2ccccc2[N+](=O)[O-])CC1 | 0 | 0 | -5 | -20 | -3 | -13 | -1 | 2 | 0.2
O=C(Cn1cnc([N+](=O)[O-])n1)N/N=C/c1ccc(O)cc1O | 2 | -12 | x | -21 | -9 | -15 | -6 | x | -0.043
CC12CN(Cc3ccccc3)CC(C)(CN(Cc3ccccc3)C1)C2=NO | 13 | -17 | -2 | -22 | 5 | 7 | 3 | -2 | x
CC(C)(C)NC(=O)c1ccnc(C(C)(C)C)c1 | -16[fluorescence artefact?] | -18 | -12 | -21[20 µM] | -5 | -1[fluorescence artefact?] | -3 | -4 | x
CCCCCOc1ccc(C(=O)NCC2(c3ccccc3)CCOCC2)cc1 | 1 | -31 | -2 | -20[20 µM] | -9 | 6 | 1 | -2 | x
CCNC(=O)CC1S/C(=N/N=C(\C)c2ccccc2)NC1=O (stereo unspecified) | 1 | -20 | 1 | -20 | -9 | -10 | -4 | -7 | -0.73
CC(C(=O)N1CCN(C2c3ccccc3-c3ccccc32)CC1)N1C(=O)c2ccccc2C1=O (stereo unspecified) | 5 | 1 | -5 | -17 | -15 | -6[fluorescence artefact?] | -7 | -3 | -0.91
CCOC(=O)N1CCC(Nc2c(Nc3cccc(CC)c3)c(=O)c2=O)CC1 | -2[fluorescence artefact?] | -14 | 8 | -17 | -12 | -7[fluorescence artefact?] | 2 | -8 | 0.43
CCC(=O)NC(=S)NNC(=O)c1ccc([N+](=O)[O-])cc1 | -6 | -2 | -211 | -11[20 µM] | -9 | -7 | 3 | -1 | -0.023
Cc1cc(C)cc(NC(=O)CN(C)S(=O)(=O)c2cccc3nsnc23)c1 | 3 | -16 | -4 | -10 | -3 | 9 | -1 | -13 | x
COc1cccc(/C=N/Nc2cc(-n3nc(C)cc3-c3ccccc3)ncn2)c1O | 1 | -4 | -63 | -11 | -4 | -24 | -7 | 8 | 0.43
